Screening results (PubChem BioAssay)
PNC assembly inh: blocks assembly of the perinucleolar compartment; PC3M PTB-GFP, PNC prevalence imaging, 16 h; active compounds read low; 3.1% of 140,000 active; AID 2417; activity change (PNC), negative = inhibition, % at 10 µM;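 active = readout at or below -70, meaning at least 70% loss of cells showing the perinucleolar compartment, a nuclear body marking cancer cells; inconclusive = readout between -30 and a set limit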;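 also: plate controls were DMSO wells for no effect and camptothecin positive control wells for full effect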
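Compounds are pinned in duplicate onto adhered PC3M cells stably expressing GFP-tagged PTB and incubated 16 h at 37 C. Cells are then fixed, nuclei stained with Hoechst, and PNC-positive cells counted.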
15-hLO-2 inh: inhibitors of human 15-lipoxygenase 2 (ALOX15B). O15296. purified 15hLO-2, xylenol orange hydroperoxide absorbance. Potency, µM (top dose mostly 57.1 µM), for inactives: top-dose activity change, negative = inhibition, hits mostly inhibitors. AID 881. 0.56% of 110,000 active; also: potency is read from the fitted curve at half-maximal effect; nearly all actives have a fitted effect of over 60% in size; many of its hits are not listed in these tables
Target sequence (O15296 whole entry, looked up): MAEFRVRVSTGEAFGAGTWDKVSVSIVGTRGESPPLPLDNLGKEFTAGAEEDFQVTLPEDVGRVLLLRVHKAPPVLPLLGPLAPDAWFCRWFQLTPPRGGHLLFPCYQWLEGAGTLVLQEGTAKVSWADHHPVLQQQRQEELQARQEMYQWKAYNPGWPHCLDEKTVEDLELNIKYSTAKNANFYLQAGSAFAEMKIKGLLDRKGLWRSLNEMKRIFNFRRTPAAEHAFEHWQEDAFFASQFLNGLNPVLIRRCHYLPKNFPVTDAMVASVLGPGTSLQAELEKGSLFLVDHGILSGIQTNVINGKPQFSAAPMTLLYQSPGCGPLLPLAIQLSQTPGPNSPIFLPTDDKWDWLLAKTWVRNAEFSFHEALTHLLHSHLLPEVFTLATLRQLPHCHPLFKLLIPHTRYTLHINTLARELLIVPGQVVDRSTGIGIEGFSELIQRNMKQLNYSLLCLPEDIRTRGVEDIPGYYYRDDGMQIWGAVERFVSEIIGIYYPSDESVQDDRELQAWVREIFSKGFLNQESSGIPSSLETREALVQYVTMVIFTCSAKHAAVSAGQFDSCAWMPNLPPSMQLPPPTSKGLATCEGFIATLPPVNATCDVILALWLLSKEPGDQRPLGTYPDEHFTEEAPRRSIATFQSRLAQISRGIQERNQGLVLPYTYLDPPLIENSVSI
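Screening format was qHTS against 50 nM purified 15hLO-2 in Hepes pH 7.5 with detergent. Activity follows hydroperoxide formation from 45 uM arachidonic acid, measured as 573:405 nm absorbance ratio of the ferric-xylenol orange complex.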
ALOX12 inhib: 12-hLO (ALOX12) enzyme inhibition. P18054. purified 12-hLO, xylenol orange hydroperoxide absorbance. Potency, µM (titrated, usually from 57.1 µM), for inactives: top-dose activity change, negative = inhibition, usual class: inhibitors. 0.12% of 150,000 active. AID 1452; also: potency is read from the fitted curve at half-maximal effect; nearly all actives have a fitted effect of over 55% in size; many of its hits are not listed in these tables
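Purified human 12hLO (150 nM final) was preincubated with compounds for 15 min at room temperature in 25 mM Hepes pH 7.0, 0.01% Triton X-100, then reacted with 40 uM arachidonic acid for 30 min. Hydroperoxide was detected with ferrous iron/xylenol orange.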
IMPase inh: membrane-permeable compound that blocks inositol monophosphatase. CHO-M1 cells, IP1 accumulation, HTRF TR-FRET ratio. inhibition (IP1 accumulation), % at 46.1 µM. 120,000 tested, under 10 active. AID 901; active = well fitted curve in the direction sought with a large enough effect in the signal ratio, not every such curve was filed as active; inconclusive = small, poorly fitted or top-dose-only effect, or a change in a side signal; inactive = no such curve, though single readings can be large or run the other way; the % refers to the signal ratio;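 also: cells stimulated with carbachol in lithium chloride buffer; plate controls were DMSO basal wells for no effect and reference inhibitor wells for full effect; higher means more IMPase inhibition seen as more IP1 and lower FRET ratio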
Target sequence (P97697 whole entry, looked up): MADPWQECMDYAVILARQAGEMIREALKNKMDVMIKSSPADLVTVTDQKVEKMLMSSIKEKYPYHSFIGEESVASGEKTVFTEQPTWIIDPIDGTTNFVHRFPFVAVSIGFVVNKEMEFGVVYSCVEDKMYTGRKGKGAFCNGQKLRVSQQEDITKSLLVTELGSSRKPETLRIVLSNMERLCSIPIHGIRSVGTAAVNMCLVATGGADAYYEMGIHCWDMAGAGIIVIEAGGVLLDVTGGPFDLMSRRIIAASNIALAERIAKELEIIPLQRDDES
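CHO-M1, 2000 cells/well, cultured 16–30 h; cpd up to 46 uM; carbachol (50 uM solution, stimulation buffer w/ 50 mM LiCl, pH 7.4), 30 min 37C; IP-One TR-FRET, 10 min RT; Ex 320/Em 665, 620; Hill-fit AC50.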
Active calls of the source: *; ? = inconclusive; nt = no result given; [ ] = remark or other dose. Unless noted, calls follow the shape of the dose curve; as a rule, active = well fitted curve in the direction sought with a large enough effect; inconclusive = small, poorly fitted or top-dose-only effect, or another doubt; inactive = no such curve, though single readings can be large; an effect the other way counts as inactive or inconclusive. Unless noted, % is scaled to controls: 0 for no effect and ±100 for the full control effect. An excerpt; count on the stated rates, not on these rows.

SMILES	PNC assembly inh	15-hLO-2 inh	ALOX12 inhib	IMPase inh
O=C(O)c1nnsc1-c1ccc(-c2snnc2C(=O)O)cc1	nt	-5%[11.4 µM]	3%[11.4 µM]	nt
CCOc1ccc(S(=O)(=O)n2ccc(C)n2)c2ccccc12	?	9%	4%	3
CCn1c(SCC(=O)Nc2nnc(C)s2)nc2c(c1=O)SC(C)C2 (configuration not stated)	?	-3%	1%	2
COC(=O)c1ccc(C(=O)OC)c(NC(=O)CN(C)Cc2ccccc2)c1	-14	nt	2%	nt
Nc1cc(=O)[nH]c(SCC(=O)N2CCCc3ccccc32)n1	33	nt	5%	1
CC1(C)CC(=O)C(C=NCc2ccc3c(c2)OCO3)=C(O)C1	?	-3%	0%	10
Cc1ccc(C(C)C)cc1OCCCCN1CCCC1	?	nt	2%	nt
CCCCn1nnc(NC(=O)COc2ccc(Cl)c(C)c2)n1	36	0%	2%	-3
Cc1cc(NC(=O)/C(C#N)=C/c2ccc(-c3ccc(SC(F)F)cc3)o2)n(-c2ccccc2)n1	2	nt	2%	2
O=C(NCCO)/C(=C\c1ccc2c(c1)OCO2)NC(=O)c1ccc(Br)cc1	34	nt	-3%	nt
COCCCNC(=O)c1cn(Cc2c(F)cccc2Cl)nn1	?	-10%	-1%	8
O=C(OCCN1CCOCC1)c1ccc2c(c1)OCCO2	-12	7%	-1%	-2
O=C(COC(=O)C1(c2ccc(F)cc2)CCCC1)NCc1ccc2c(c1)OCO2	26	nt	0%	8
CCN1C(=O)/C(=C2\SC(=S)N(c3c(C)n(C)n(-c4ccccc4)c3=O)C2=O)c2ccccc21	31	0%	6%	5
CCOC(=O)C1C(=O)NC(N2CCc3ccccc32)=NC1c1ccccc1 (configuration not stated)	-9	4%	-2%	-3
O=C(O)CCNc1ccccc1C(=O)O	nt	-6%[11.4 µM]	-6%[11.4 µM]	nt
N#C/C(=C\c1ccc(-c2ccccc2)cc1)c1nc(-c2ccco2)cs1	7	nt	-3%	2
CC(=O)Nc1ccc(S(=O)(=O)N2CCN(c3cccc(C)c3C)CC2)cc1	4	8%	6%	14
Cc1ccc(C2/C(=C(/O)c3ccc(Br)cc3)C(=O)C(=O)N2Cc2ccco2)o1 (configuration not stated)	36	38%[activator]	1%	-1
Cc1cc(C(=O)OCC(=O)N2CCN(c3ccccc3)CC2)c2ccccc2n1	4	2%	-8%	0
COc1ccc(N(CCC#N)S(=O)(=O)c2cccc3nsnc23)cc1	?	nt	2%	nt
Cc1cccc2sc(NC(=O)CNS(=O)(=O)c3ccc(Br)s3)nc12	9	2%	-1%	-11
CCC(=Nc1ccc(N)cc1)C1=C(O)C(C(=O)OC)C(C)(C)CC1=O (configuration not stated)	20	-10%	-17%	?
COc1ccccc1-c1nc2cc3ccccc3cc2nc1-c1ccccc1OC	27	nt	-3%	-5
Cc1onc(-c2ccccc2)c1-c1n[nH]c(=S)n1-c1ccccc1Cl	52	-10%	-5%	-1
CCn1c(SCC(=O)Nc2ccc(Cl)cc2)nc2nc3c(cc2c1=O)CCCC3	26	nt	-7%	-6
CCCCOc1ccc(C2OC34CCCCC3C(C#N)(C#N)C2(C#N)C(=N)O4)cc1 (configuration not stated)	?	-2%	-12%	1
Nc1ccc(C2=Nc3cccc4cccc(c34)N2)cc1	4	nt	?	nt
CC(=O)NC(N1CCCCC1)C(F)(F)C(F)(F)C(F)(F)C(F)F (configuration not stated)	-10	-1%	-2%	2
O=C(COc1ccc(Br)cc1Br)NC(=S)Nc1cccc(CO)c1	9	nt	-1%	nt
COc1ccc(C2CC(C)=NN2C=O)cc1OC (configuration not stated)	10	10%	6%	3
CCCCCCCC(=O)NC(Nc1ccc(S(N)(=O)=O)cc1)C(Cl)(Cl)Cl (configuration not stated)	6	26%	6%	2
Cc1[nH]n(-c2ccccc2)c(=O)c1C(C[N+](=O)[O-])c1ccc(F)cc1 (configuration not stated)	-5	nt	-3%	nt
CC1(C)Cc2cccc(OCC(=O)O)c2O1	?	nt	-2%	-5
COc1ccc(CNC(=O)c2cccc(-c3ccc(C)c4ccccc34)n2)cc1	-2	nt	-7%	nt
COC(=O)c1cc(OC)c(OC)cc1N	8	nt	5%	nt
COc1ccc(C2C(C(C)=O)=C(O)C(=O)N2CCc2c[nH]c3ccccc23)cc1OC (configuration not stated)	53	29%	-4%	-12
Cc1cc(/C=C2\SC(=Nc3ccc(F)cc3)NC2=O)c(C)n1-c1ccc(S(N)(=O)=O)cc1	-99*	?	-30%	0
CN(CC(=O)Nc1ccc(N2CCOCC2)cc1)CC(=O)Nc1cccc(C#N)c1	13	nt	-2%	nt
CCOC(=O)c1oc2ccccc2c1N	31	8%	-1%	-12
CCOc1cccc(-c2nnc3sc(-c4cc(OC)c(OC)c(OC)c4)nn23)c1	25	-14%	-10%	-2
COc1ccc(C(=O)Sc2ccc(Cl)cc2)cc1OC	?	-1%	-21%	9
CCn1c(SCC(=O)Nc2nc(C)cs2)nnc1C(C)NC(=O)c1ccccc1 (configuration not stated)	38	-7%	-3%	-2
CCOC(=O)NC(=O)CSc1nc(C)cc(C(F)(F)F)c1C#N	-18	-7%	-2%	12
Cc1cc(C)c(S(=O)(=O)Nc2ccc(O)c(Sc3ncn[nH]3)c2)c(C)c1	-29	nt	-6%	nt
C/C(N)=C(/C#N)C(=O)COC(=O)C(NS(=O)(=O)c1ccc(Cl)cc1)C(C)O (configuration not stated)	?	-8%	-1%	1
Cc1ccc(N2CC(C(=O)N3CCCc4ccccc43)CC2=O)cc1 (configuration not stated)	?	-1%	1%	1
COc1ccc(Cl)cc1S(=O)(=O)N1CCCC1	?	6%	-3%	-3
Cc1ccc(S(=O)(=O)NN2C(=O)c3ccccc3NC2(C)C)cc1	-19	nt	-2%	nt
CCCC1=[N+](CC(=O)c2ccccc2)CCn2cccc21	?	nt	-2%	8
CC(=O)CSc1nnc(NC(=O)CCc2ccccc2)s1	14	2%	-1%	-9
Cc1cc(N2C(=O)C(O)=C(C(=O)c3cccs3)C2c2cccc(O)c2)no1 (configuration not stated)	?	1%	-4%	-14
NS(=O)(=O)c1ccc(N=Nc2cc3ccccc3c(C(=O)O)c2O)cc1	nt	-10%[11.4 µM]	-1%[11.4 µM]	nt
O=C(NCCCCCCNC(=O)OC1CCS(=O)(=O)C1)OC1CCS(=O)(=O)C1 (configuration not stated)	-29	7%	-1%	-4
COc1cccc(-c2csc3nnc(SCC(=O)NCc4cccs4)n23)c1	-9	-6%	2%	-3
CCOc1ccc(C(Nc2ccc(C)cc2)P2(=O)OCC(C)(C)CO2)cc1 (configuration not stated)	-1	-7%	-4%	1
N#CC(/C(=N/S(=O)(=O)c1cccs1)c1ccccc1)c1nc2ccccc2[nH]1 (configuration not stated)	?	-2%	-4%	-7
Cc1cccc(C)c1NC(=O)CSc1nc(C)c(CC(=O)c2ccc(Br)cc2)c(C)c1C#N	63	-12%	0%	0
O=C(CCSc1nnc(-c2ccncc2)o1)Nc1ccc(F)cc1	24	-1%	-5%	-3
O=C(COC(=O)Cn1cnc2ccccc21)Nc1cccc2c1C(=O)c1ccccc1C2=O	-19	nt	-4%	-2
(further entries)
SMILES	PNC assembly inh	15-hLO-2 inh	ALOX12 inhib	IMPase inh
N#Cc1c(-c2ccc3c(c2)OCO3)ccn2nc(-c3cccc(C(F)(F)F)c3)nc12	41	-9%	-14%	11
CCc1nnc(NC(=O)CSc2ncnc3c2oc2ccccc23)s1	-11	-5%	0%	2
CCOc1ncccc1C(=O)OCC(=O)c1cc(C)n(Cc2ccco2)c1C	-23	3%	0%	12
Cc1ccc(S(=O)(=O)NCCCNC(=O)N2CCOCC2)cc1	?	12%	4%	22
CCn1c(SCc2cccc(C)c2)nnc1-c1ccccc1	11	-4%	-8%	4
Cc1ccnc(NC(=O)C2CCC(CNc3c(N4CCCC4)c(=O)c3=O)CC2)c1 (configuration not stated)	-19	-3%	-5%	-4
COc1cc(S(=O)(=O)NC(C)C)ccc1Cl	43	-1%	-2%	8
COc1ccc(CNC(=O)c2ccc(NC(=O)CC3SC(N4CCCCC4)=NC3=O)cc2)cc1 (configuration not stated)	-6	-19%	-6%	0
CCOc1ccccc1N(CC(=O)Nc1cccnc1)S(C)(=O)=O	38	-7%	7%	-4
COc1ccc(C2CC(=O)c3c(O)cc(O[C@H]4OC(COC5OC(C)C(O)C(O)[C@@H]5O)C(O)C(O)C4O)cc3O2)cc1O (some centres not stated)	nt	-1%	1%	nt
CC1CCN(c2c(NCC3CCC(C(=O)NCc4ccccc4Cl)CC3)c(=O)c2=O)CC1 (configuration not stated)	30	nt	-1%	nt
Cc1cc(C)cc(NC(=O)CSc2nc3c(oc4ccccc43)c(=O)n2-c2ccccc2)c1	?	nt	-8%	4
Cn1c(=O)c2c(ncn2CC(=O)Nc2ccccc2N2CCOCC2)n(C)c1=O	?	7%	-4%	-9
CCCCc1cc(=O)oc2cc(OS(C)(=O)=O)ccc12	?	nt	-1%	nt
CCOc1cccc(C(=O)Nc2nnc(-c3ccco3)s2)c1	-25	-25%	-1%	-8

Exported with bars between the fields: entries from further up.
smiles | PNC assembly inh | 15-hLO-2 inh | ALOX12 inhib | IMPase inh
COc1ccc(CNC(=O)c2ccc(NC(=O)CC3SC(N4CCCCC4)=NC3=O)cc2)cc1 (configuration not stated) | -6 | -19% | -6% | 0
CCOc1ccccc1N(CC(=O)Nc1cccnc1)S(C)(=O)=O | 38 | -7% | 7% | -4
COc1ccc(C2CC(=O)c3c(O)cc(O[C@H]4OC(COC5OC(C)C(O)C(O)[C@@H]5O)C(O)C(O)C4O)cc3O2)cc1O (some centres not stated) | nt | -1% | 1% | nt

More structures follow.
SMILES	PNC assembly inh	15-hLO-2 inh	ALOX12 inhib	IMPase inh
Cc1nn(-c2ccccc2)c(NC(=O)c2cccs2)c(-c2ccccc2)c1=O	?	nt	-3%	nt
COC(=O)Nc1nc(-c2ccccc2)c(C(=O)c2ccccc2)s1	-98*	5%	-3%	2
COC(=O)[C@@]1(C)C=C[C@@H](Cc2ccccc2)N1C(C)=O	nt	-2%	-1%	nt
Cc1cccc2cc(/C=N/NC(=O)CN3CCOCC3)c(Cl)nc12	-6	0%	0%	6
COc1ccc(S(=O)(=O)NCC(=O)N(CC(=O)NCC2CCCO2)c2cc(C)ccc2C)cc1 (configuration not stated)	-12	-1%	7%	14
COc1ccccc1N1CCN(CC(=O)Nc2sccc2C#N)CC1	41	nt	1%	-4
CC(=O)Nc1ccc(NC(=O)c2ccco2)cc1	?	2%	0%	6
COc1cccc(CNCCSc2nnnn2C)c1	-27	6%	3%	4
COc1ccccc1/C=C(/C(=O)OCC(=O)Nc1cc(C)ccc1C)c1ccccc1	73	nt	-4%	nt
COc1ccc(N2CC(C)Cn3c2nc2c3c(=O)n(Cc3ccc(F)cc3)c(=O)n2C)c(OC)c1 (configuration not stated)	25	3%	-5%	2
Cc1cccc(OCCNc2cc(N3CCOCC3)ccc2[N+](=O)[O-])c1	?	-19%	-6%	3
Cn1c(SCC(=O)Nc2cccc(F)c2)nnc1-c1cccnc1	?	nt	0%	11
Cc1ccc(-c2nn3c(=O)c(C)nnc3s2)cc1	-15	-1%	-1%	8
COCCNC(=O)CCn1c(=O)oc2ccccc21	9	nt	3%	0
O=C(Nc1nc(=O)n(C(=O)C2CC2)s1)c1ccccc1	20	1%	1%	?
O=C(c1ccc2c(=O)n(-c3ccccc3)c(=O)[nH]c2c1)N1CCCCC1	27	-4%	-2%	-3
NCc1ccccc1COc1ccccc1	?	nt	-1%	nt

Three compounds from above with just PNC assembly inh, IMPase inh and 15-hLO-2 inh.
Compound	PNC assembly inh	IMPase inh	15-hLO-2 inh
NCc1ccccc1COc1ccccc1	?	nt	nt
COc1ccccc1N1CCN(CC(=O)Nc2sccc2C#N)CC1	41	-4	nt
COC(=O)Nc1nc(-c2ccccc2)c(C(=O)c2ccccc2)s1	-98*	2	5%
